Screening data: PubChem, National Center for Advancing Translational Sciences (NCATS)
TRHR PAM – allosterically enhances the human TRH receptor. P34981. TRHR cells, fluo-8 calcium fluorescence, EC20 TRH enhancement. enhancement, % at 2 µM. 0.66% of 360,000 active. AID 493056; in the data active means enhancement above about 30%; further: 0% is about no effect
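TRHR-expressing cells loaded with fluo-8 calcium dye were read kinetically (ex 480/em 530) during compound addition, then stimulated with an EC20 of TRH (10 nM final). Enhancement of the Gq-mediated intracellular calcium response was scored.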
D1 agonist – agonists of human D1 dopamine receptor | P21728 | HEK293 T-REx D1 cells, calcium flux, agonist mode | activation, % at 2 µM | 1% of 360,000 active; further: 0% is about no effect
Target sequence (P21728 whole entry, looked up): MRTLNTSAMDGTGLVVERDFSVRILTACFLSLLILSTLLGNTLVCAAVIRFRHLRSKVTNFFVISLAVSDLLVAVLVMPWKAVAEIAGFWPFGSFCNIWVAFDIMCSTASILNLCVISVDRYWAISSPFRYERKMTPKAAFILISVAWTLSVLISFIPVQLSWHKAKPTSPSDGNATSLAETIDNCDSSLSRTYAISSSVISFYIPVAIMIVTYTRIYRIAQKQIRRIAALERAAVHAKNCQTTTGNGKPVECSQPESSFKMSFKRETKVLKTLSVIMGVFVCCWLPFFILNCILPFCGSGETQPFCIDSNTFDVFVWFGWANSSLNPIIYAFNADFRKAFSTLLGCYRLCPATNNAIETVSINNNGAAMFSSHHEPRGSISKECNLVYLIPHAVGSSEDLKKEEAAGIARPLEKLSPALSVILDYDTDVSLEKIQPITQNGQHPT
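Inducible HEK293 T-REx D1 cells, force-coupled to calcium signalling, were plated at 4000 cells/well with tetracycline and held overnight at 30 C. After no-wash calcium dye loading, compound-evoked calcium rise over 180 s flagged agonists.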
D2 potentiator – positively modulates the human D2 dopamine receptor allosterically; potentiation, % at 10 µM; AID 485347; P14416; 0.34% of 340,000 active; HEK293 T-REx D2, calcium flux, EC20 dopamine potentiation;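 active means potentiation over 3 SD above the plate norm, cut at about 30% in these data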; further: 0% is about no effect
Target sequence (P14416 whole entry, looked up): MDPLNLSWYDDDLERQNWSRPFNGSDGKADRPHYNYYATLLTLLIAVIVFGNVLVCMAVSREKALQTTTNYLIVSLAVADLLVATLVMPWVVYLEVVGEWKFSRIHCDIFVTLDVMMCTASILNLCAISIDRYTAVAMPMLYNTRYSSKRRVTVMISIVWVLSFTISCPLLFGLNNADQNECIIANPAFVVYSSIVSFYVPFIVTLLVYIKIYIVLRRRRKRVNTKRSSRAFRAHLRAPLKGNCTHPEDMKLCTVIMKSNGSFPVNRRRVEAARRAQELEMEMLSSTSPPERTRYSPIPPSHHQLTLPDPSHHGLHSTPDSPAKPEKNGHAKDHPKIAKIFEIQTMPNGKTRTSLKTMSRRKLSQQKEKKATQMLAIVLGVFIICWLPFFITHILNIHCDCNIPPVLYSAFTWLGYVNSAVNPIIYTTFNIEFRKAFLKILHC
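Potentiation of an EC20 dopamine calcium response is measured in a force-coupled, tetracycline-inducible Hek293 Trex D2 line. Compound-only kinetic reads over 180 s flag agonists before dopamine addition.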
D2 ag – D2 dopamine receptor (human) agonism; P14416; HEK293 T-REx D2 cells, calcium flux agonist mode; activation, % at 2 µM; 0.53% of 340,000 active;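 active means activation over 3 SD above normal in the single-dose calcium agonist read, cut at about 30% in these data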; further: 0% is about no effect
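In this primary screen, compounds producing a positive calcium signal within 180 s of addition to tetracycline-induced, force-coupled HEK293 Trex D2 cells are flagged; cells are dye-loaded with a no-wash calcium kit beforehand.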
D1 PAM – potentiators of human D1 dopamine receptor; potentiation, % at 10 µM; 0.036% of 360,000 active; HEK293 TREx D1 cells, calcium flux, dopamine EC20 potentiation; AID 504651; in the data active means potentiation above about 30%; further: 0% is about no effect
RXFP1 antagonist – blocks the human relaxin receptor RXFP1. activity change, negative = inhibition, % at 57.5 µM. 0.59% of 350,000 active. HEK293-RXFP1, relaxin-stimulated cAMP HTRF, 30 min; stronger effect = lower value;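 active means activity change of -60% or lower, but not beyond a set lower limit; inconclusive means change between -60% and -40%, or beyond the set limit; inactive means change above -40%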; further: on the % scale 0 is the no-effect control and ±100 the full control effect
D2 antagonist – antagonists of human D2 dopamine receptor | P14416 | HEK293 TREx D2 cells, calcium flux, dopamine EC80 | inhibition, % at 10 µM | 2% of 340,000 active; in the data active means inhibition above about 30%; further: 0% is about no effect
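Antagonism is scored as inhibition of an EC80 dopamine-evoked calcium signal in a force-coupled, tetracycline-inducible HEK293 T-REx D2 line, with compound present 180 s before agonist.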
TRHR ag – activates the human TRH receptor; P34981; activation, % at 2 µM; TRHR cells, calcium flux fluo-8, FDSS agonist mode; AID 493084; 0.18% of 360,000 active; further: 0% is about no effect
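Agonist-mode FDSS calcium read (Ex 480/Em 530, 1 s cycles) in 1536-well TRHR cells with fluo-8 dye, after 10-cycle baseline and 23 nL compound addition; TRH at EC20 (10 nM final) added afterwards for the enhancer phase.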
D1 antagonist – human D1 dopamine receptor antagonism; activity change, negative = inhibition, % at 10 µM; AID 504652; 3.2% of 360,000 active; P21728; HEK293 TREx D1 cells, calcium flux, dopamine EC80; stronger effect = lower value; in the data active means activity change below about -30%; further: on the % scale 0 is the no-effect control and ±100 the full control effect
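Cells carrying a force-coupled, tetracycline-inducible human D1 receptor report calcium flux. Each well gets a 10 s baseline, compound with 180 s monitoring, then an EC80 dopamine stimulus with a second 180 s kinetic read.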
Numbers without * were called inactive; ? = inconclusive; . = not tested or not shown. Unless noted, no stated cut-off is given here; in the data, active means activation above about 30%; inactive means the rest.

SMILES	TRHR PAM	D1 agonist	D2 potentiator	D2 ag	D1 PAM	RXFP1 antagonist	D2 antagonist	TRHR ag	D1 antagonist
Cc1ccc(NC(=S)NCc2ccco2)c(C)c1	-5.9	3.7	7.8	-1.4	-11.1	-12.2	-8.0	-0.8	-12.2
COCCCn1c(SC(C)C(=O)NC2CC2)nc2ccccc2c1=O (configuration not stated)	7.8	0.9	-4.2	-0.4	7.8	-9.9	22.8	-0.1	6.7
CC(C)c1nccn1S(=O)(=O)c1cc(Cl)ccc1Cl	0.8	1.2	-8.1	0.4	-1.0	0.0	2.2	0.6	-6.5
O=C(COc1cc(Cl)c(Cl)cc1Cl)NC(=O)Nc1ccc2c(c1)OCCO2	-1.8	4.3	.	.	-5.9	.	.	0.5	-9.8
O=C1C=C(c2ccc(O)cc2)C[C@@H](c2ccc3c(c2)OCO3)C1	2.4	0.7	.	.	-3.5	.	.	-0.4	.
Cc1ccc(C2c3[nH]c4ccccc4c3CCN2C(=O)Nc2ccc(C)c(C)c2)cc1 (configuration not stated)	3.2	-0.1	-28.3	0.1	0.5	-29.4	.	0.9	-19.2
Cc1cccc(N2CC(c3nc4ccc(C)cc4[nH]3)CC2=O)c1 (configuration not stated)	3.2	-1.1	.	0.1	3.3	-2.8	.	-1.9	6.0
CC(C)(C)c1nc2ccccc2c2nnc(SCC(=O)Nc3nccs3)n12	-2.2	-1.4	4.5	0.2	8.4	-5.5	-2.9	-0.2	-14.8
CC1CCc2c(sc3ncnc(NCCCOC(C)C)c23)C1 (configuration not stated)	2.7	4.5	4.8	0.3	3.3	0.5	-0.8	-0.4	10.1
Cc1ccccc1CC1(CO)CCCN(C(=O)CCC(=O)c2ccccc2)C1 (configuration not stated)	0.3	-0.4	.	.	0.9	-29.8	.	0.9	8.0
O=S(=O)(c1ccccc1)c1ccccc1/C=N\O	9.9	15.2	8.1	-0.3	-7.3	-4.0	-27.9	-0.3	-22.5
Nc1ccccc1NC(=O)CCn1c(=S)[nH]c2ccccc2c1=O	-2.5	1.7	8.3	1.0	-5.7	.	13.3	0.0	-9.9
Cc1ccc(S(=O)(=O)N2CCN(CC(=O)N(CC(C)C)c3c(N)n(CC(C)C)c(=O)[nH]c3=O)CC2)c(C)c1	0.4	-1.0	-1.8	-0.2	-2.9	-9.3	2.5	-0.7	-2.0
O=C1C=C(NCc2ccccc2)CCC1	-8.3	3.7	-1.1	0.5	-2.2	.	-2.1	0.3	11.4
CC1CCN(C(=O)c2ccc(NC(=O)c3nsc4ccccc34)cc2)CC1	-0.4	-0.1	11.7	.	0.3	3.2	.	0.0	7.5
O=C(O)COCC(=O)Nc1ccccc1-c1ccccc1	-3.3	1.7	-7.7	0.5	-1.6	3.8	-6.7	-0.1	1.1
CC(=O)c1ccc(NC(=O)c2ccc(C)c(S(=O)(=O)N3CCOCC3)c2)cc1	-1.6	1.5	2.9	1.4	-5.0	-1.8	-14.0	1.3	-0.5
COC(=O)c1ccsc1NC(=O)CCS(=O)(=O)c1ccc(Cl)cc1	8.7	12.6	10.3	-0.1	0.6	-12.7	2.0	-0.8	4.0
Fc1ccc(/C=N/Nc2nnnn2-c2ccccc2)cc1	-1.2	1.8	-21.7	0.1	-6.9	-37.3	-5.9	0.1	-9.4
CC(=O)c1oc2ccccc2c1N	3.3	0.9	1.1	-0.6	-3.2	-4.9	13.9	0.6	-2.6
COc1ccccc1NC(=O)C(=O)NCCc1csc(-c2cccc(F)c2)n1	-0.1	10.6	-6.2	3.4	-3.0	0.5	.	1.5	0.4
O=C(NCC1CCCO1)c1ccc(CNS(=O)(=O)c2cccc(Cl)c2)cc1 (configuration not stated)	6.3	3.2	13.9	-0.5	-2.7	8.8	-25.9	-1.6	-3.0
Cc1ccc(NC(=O)c2ccn(C(=O)Nc3ccccc3)n2)c(C)c1	-6.0	-0.5	.	-0.4	-1.8	5.1	3.2	-0.4	4.2
CCn1c(SC)nnc1-c1nnc(SC)n1CC	-1.5	2.0	.	.	-3.9	-4.0	.	-1.3	-1.0
Cc1csc(NS(=O)(=O)c2ccc(Cl)cc2)n1	2.6	2.2	3.3	0.2	-4.0	15.9	-3.8	0.3	2.3
CCOC(=O)CSc1nnc(-c2ccc3ncccc3c2)n1C	12.4	1.3	-3.7	-0.1	0.4	-6.8	-1.7	0.5	-11.3
COc1cc(NC(=O)CSc2nnc(NC(C)C)s2)cc(OC)c1OC	-1.6	4.9	3.8	-0.1	-1.2	7.5	-12.1	-0.1	-11.1
C[C@@H]1Cc2c(O)c(O)cc(O)c2C(=O)O1	5.4	2.3	.	.	12.5	.	.	-0.4	7.0
O=C(c1ccc(C#Cc2ccccc2)o1)N1CCN(c2ccccn2)CC1	1.6	6.9	-4.5	-2.0	-3.6	13.4	2.9	-0.6	-9.8
COC(=O)COc1ccc2c(=O)c(-c3ccccc3)coc2c1	-1.2	10.3	7.6	0.1	-3.5	?	12.8	-0.3	-41.7*

Four entries from above, field by field:
COc1ccccc1NC(=O)C(=O)NCCc1csc(-c2cccc(F)c2)n1
  TRHR PAM = -0.1	D1 agonist = 10.6	D2 potentiator = -6.2	D2 ag = 3.4	D1 PAM = -3.0	RXFP1 antagonist = 0.5	D2 antagonist = .	TRHR ag = 1.5	D1 antagonist = 0.4

O=C(NCC1CCCO1)c1ccc(CNS(=O)(=O)c2cccc(Cl)c2)cc1 (configuration not stated)
  TRHR PAM = 6.3	D1 agonist = 3.2	D2 potentiator = 13.9	D2 ag = -0.5	D1 PAM = -2.7	RXFP1 antagonist = 8.8	D2 antagonist = -25.9	TRHR ag = -1.6	D1 antagonist = -3.0

Cc1ccc(NC(=O)c2ccn(C(=O)Nc3ccccc3)n2)c(C)c1
  TRHR PAM = -6.0	D1 agonist = -0.5	D2 potentiator = .	D2 ag = -0.4	D1 PAM = -1.8	RXFP1 antagonist = 5.1	D2 antagonist = 3.2	TRHR ag = -0.4	D1 antagonist = 4.2

CCn1c(SC)nnc1-c1nnc(SC)n1CC
  TRHR PAM = -1.5	D1 agonist = 2.0	D2 potentiator = .	D2 ag = .	D1 PAM = -3.9	RXFP1 antagonist = -4.0	D2 antagonist = .	TRHR ag = -1.3	D1 antagonist = -1.0

Continuation.
SMILES	TRHR PAM	D1 agonist	D2 potentiator	D2 ag	D1 PAM	RXFP1 antagonist	D2 antagonist	TRHR ag	D1 antagonist
CC1(C)Cc2c(sc(NC(=O)c3ccc(S(=O)(=O)N4CCCC4)cc3)c2C#N)C(C)(C)N1	-6.0	3.0	-5.3	0.9	-2.5	-2.9	-12.4	0.4	2.7
COc1ccc(CN2CN=C(Nc3nc4ccccc4s3)NC2)cc1	4.5	0.4	.	.	0.5	-8.1	.	-0.3	2.5
O=C(Nc1ccc2c(c1)OCO2)C1CCN(c2ccc(S(=O)(=O)N3CCOCC3)cc2)CC1	11.5	2.0	-21.1	1.4	-4.6	2.2	-7.9	-0.1	4.5
CCCCn1c(N)c(N(CCOC)C(=O)C2CCN(c3ncnc4sc(C)c(C)c34)CC2)c(=O)[nH]c1=O	10.1	0.9	0.3	0.9	-4.0	-4.9	8.7	-0.1	-1.3
CC(C)OC(=O)CSc1nnc2c(n1)[nH]c1ccc(F)cc12	1.1	3.3	-3.3	-0.4	1.4	-12.3	-17.4	0.8	2.2
CCOP(=O)(OCC)C(NC(=O)/C=C/c1ccc(OC)cc1)c1ccccc1 (configuration not stated)	2.2	0.2	3.7	0.8	-1.1	-1.7	9.8	-0.3	2.7
Fc1cccc(CSc2nnc3ccc(-c4ccncc4)nn23)c1	-25.1	0.9	8.1	0.3	-0.7	1.6	4.8	-1.7	10.8
CCc1sc(NC(=O)COC)nc1-c1ccccc1	0.1	1.0	-6.1	0.4	-0.1	6.2	-5.3	-1.3	-1.4
O=C(Cc1ccccc1)Nc1ccc(C(=O)NCC2COc3ccccc3O2)cc1 (configuration not stated)	-2.9	3.2	-3.9	0.8	-3.1	-3.2	-4.2	-0.1	-3.5
COc1ccc([N+](=O)[O-])cc1NC(=O)C(C)N1CCCC1 (configuration not stated)	0.7	-2.1	-11.0	-0.5	-5.9	-8.4	30.7*	0.6	11.6
O=C1CC(Sc2nnc(-c3ccccc3O)o2)C(=O)N1c1ccccc1 (configuration not stated)	15.1	1.4	-7.0	0.0	-2.5	10.6	4.0	-1.3	-4.1
COc1ccc(CCNC(=O)C(C(=O)c2ccc(F)cc2)n2ccccc2=O)cc1OC (configuration not stated)	26.1	2.3	12.5	1.9	4.2	-1.0	-1.9	0.4	-8.4
CC(=O)Nc1ccc(NS(=O)(=O)c2ccc3ccccc3c2)cc1	-7.0	1.1	-11.2	0.9	-2.2	2.5	5.2	-0.2	-5.3
CCn1cc([N+](=O)[O-])c(C(=O)N2N=C(c3cccc4ccccc34)CC2c2ccccc2O)n1 (configuration not stated)	-8.5	0.4	19.0	0.1	12.1	-2.5	-22.4	0.3	11.8
CCOC(=O)C1C(=O)Nc2nc3ccccc3n2C1C(C)C (configuration not stated)	5.4	2.9	-2.2	0.8	-2.4	-1.1	-4.3	0.7	9.4
C#CCOc1ccc2c3c(c(=O)oc2c1)CCCC3	-8.5	3.2	.	.	0.2	-7.6	.	-0.3	-4.3
CCCN1C(=O)c2[nH]nc(-c3ccc(OC)cc3)c2C1c1ccccn1 (configuration not stated)	-2.7	4.1	-10.5	.	0.8	-11.9	.	-1.2	-12.8
Cc1ccc(-c2nnc(SCC(=O)Nc3ccc4c(c3)oc3ccccc34)n2C)c(Cl)c1	1.2	-0.8	9.4	1.2	-2.0	19.4	-8.8	-0.2	7.7
Cc1cccc(C(=O)N[C@H](C(=O)Nc2nccs2)C(C)C)c1	2.6	2.7	1.1	-1.0	2.9	-0.8	12.6	-0.6	-6.4
N=C1C(c2nc(-c3ccc(F)cc3)cs2)=C(O)CN1Cc1ccc(Cl)cc1	-2.0	-2.4	-12.3	0.5	-0.8	-23.7	2.7	0.1	.
CCC(C(=O)NC1CCCCC1)N(C(=O)c1snc(C(N)=O)c1N)c1ccc(OC)cc1OC (configuration not stated)	-2.2	0.5	-2.0	-0.9	-6.1	-1.4	-6.4	0.0	3.4
O=C(CCc1ccc(S(=O)(=O)N2CCOCC2)cc1)NN=C1CCCCCCC1	4.2	-1.0	6.6	0.4	-3.9	-4.1	-8.6	0.8	-0.3
CC(=O)Nc1ccc(-c2csc(-c3cccnc3)n2)cc1	-5.2	6.3	6.2	-0.6	0.1	6.4	0.5	0.1	7.6
O=C(c1ccccc1)N1N=C(c2ccco2)CC1c1cccs1 (configuration not stated)	-1.4	-0.9	3.7	-0.3	-2.6	-13.4	17.2	-0.5	-16.8
Cn1cnnc1SCC(=O)Nc1ccc2nc(SCc3cccc4ccccc34)sc2c1	9.0	3.5	11.1	1.7	13.6	4.7	-3.9	1.1	13.0
O=C(CCc1c[nH]c2ccccc12)NCc1ccco1	-6.3	-0.7	-13.1	-1.0	-1.9	5.0	-10.3	-0.5	-21.2
